High-throughput results as filed in PubChem.
ASM inhibitor: Inhibitors of Secretory Acid Sphingomyelinase (S-ASM): qHTS; Potency, µM (highest dose often 57.5 µM), for inactives: at the top dose activity change, negative = inhibition, most hits filed as inhibitors; hit rate 0.006% among 340,000; placental ASM, HMU-PC fluorogenic substrate, 60 min; Sphingomyelin phosphodiesterase (Homo sapiens), P17405; AID 504937, 2011; note: potency is the fitted concentration of half-maximal effect
Target sequence (P17405 47-631 limits assumed): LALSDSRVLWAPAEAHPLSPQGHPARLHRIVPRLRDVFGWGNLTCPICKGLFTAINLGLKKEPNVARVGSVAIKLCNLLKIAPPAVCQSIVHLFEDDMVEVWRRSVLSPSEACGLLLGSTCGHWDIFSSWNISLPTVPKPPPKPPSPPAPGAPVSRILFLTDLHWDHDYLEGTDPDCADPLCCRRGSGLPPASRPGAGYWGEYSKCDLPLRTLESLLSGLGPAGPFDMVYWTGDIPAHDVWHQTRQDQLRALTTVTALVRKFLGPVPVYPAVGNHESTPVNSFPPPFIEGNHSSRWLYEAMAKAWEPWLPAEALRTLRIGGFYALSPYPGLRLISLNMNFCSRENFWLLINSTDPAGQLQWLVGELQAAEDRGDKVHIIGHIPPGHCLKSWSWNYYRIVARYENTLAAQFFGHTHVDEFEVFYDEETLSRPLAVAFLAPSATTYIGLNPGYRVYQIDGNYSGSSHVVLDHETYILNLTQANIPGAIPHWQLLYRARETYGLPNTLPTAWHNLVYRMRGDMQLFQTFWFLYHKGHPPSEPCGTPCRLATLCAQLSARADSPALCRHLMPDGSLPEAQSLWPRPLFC
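Human placenta-derived ASM preincubated with compound 10 min at room temperature, then reacted with 9 uM (final) fluorogenic HMU-PC substrate for 60 min at 37 C. Stop solution raises pH to 10; fluorescence read at Ex 386/Em 447 nm.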
TCR act: Activators of T cell receptors: qHTS campaign; 330,000 tested, under 10 active; primary human leukocytes, anti-CD3, IL-2 HTRF, 48 h; Potency, µM (series often up to 9.22 µM), inactives show at the highest dose activation of IL-2 secretion, usual class: activators; AID 504894, 2011; note: % of control where 0% means no effect
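IL-2 release read by HTRF sandwich (Eu cryptate donor, d2 acceptor, 665 nm emission) after 48 hr exposure of primary human leukocytes to compound together with anti-CD3 beads in the absence of co-stimulatory signals.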
TSG101-PTAP inh: qHTS Assay for Iinhibitors of HIV-1 Budding by Blocking the Interaction of PTAP/TSG101; Tumor susceptibility gene 101 protein (Homo sapiens), Q99816; 340,000 tested, under 10 active; Fluorescence polarization, FITC-PTAP peptide / Tsg101 binding; AID 493005, 2010; Potency, µM (highest dose often 115 µM), for inactives: at the top dose activity change, negative = inhibition, usual class: inhibitors; active = well fitted inhibition curve with a large enough effect in the main read-out, with a control signal flat, not every such curve was filed as active; inconclusive = small, poorly fitted or top-dose-only effect, or effect the other way, or a change in a side signal; inactive = no such curve, though single readings can be large or run the other way; note: potency is the fitted concentration of half-maximal effect; % of control where 0% means no effect
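FP read-out: FITC-PTAP peptide, 50 nM final, binding Tsg101 binding domain, 10 uM final; 20 min, r.t.; 10 mM HEPES pH 7.5, 0.15 M NaCl, 0.01% Tween 20, 3 mM EDTA, 0.1 mM TCEP.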
Eya2 inh: qHTS Assay for Inhibitors of the Phosphatase Activity of Eya2 | Protein phosphatase EYA2 (Homo sapiens), O00167 | hit rate 0.006% among 330,000 | Potency, µM (top dose mostly 76.9 µM), for inactives: at the highest dose activity, negative = inhibition, usual class: inhibitors | recombinant Eya2, OMFP fluorescence dephosphorylation (OMFP is methylfluorescein phosphate); note: potency is the fitted concentration of half-maximal effect; % is set by controls: 0 for no effect and ±100 for the full control effect
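Eya2 protein (added as 0.2 uM solution) was preincubated with compound for 10 min at ambient temperature in 50 mM HEPES pH 7.5, 50 mM NaCl, 5 uM MgCl2, 0.05% BSA, 1 mM DTT. OMFP (added at 50 uM) then reacted 10 min; fluorescence read at 485/525 nm.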
AT treatment: qHTS Assay for Identifying a Potential Treatment of Ataxia-Telangiectasia; Potency, µM (series often up to 57.5 µM), for the others: top-dose activation, usual class: activators; hit rate 0.19% among 320,000; AID 485349, 2010; […] A-T fibroblasts, KAP-1 phosphorylation AlphaLISA; neocarzinostatin DNA damage 30 min before lysis; note: potency is the fitted concentration of half-maximal effect; % of control where 0% means no effect; nearly all actives have a fitted effect of over 45% in size
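ATM-like activity read as KAP-1 phosphorylation via AlphaLISA donor/acceptor antibody pairs after lysis and 6 hr at 25C. Cells were ATM-null patient fibroblasts ([…], hTERT), dosed 60 min, then exposed to the DSB inducer NCS for 30 min.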
TSHR antagonist: Antagonists of the Thyroid Stimulating Hormone Receptor: HTS campaign; Thyrotropin receptor (Homo sapiens), P16473; TSHR-expressing cells, TSH-stimulated cAMP HTRF, 2 h; stronger effect = lower value; activity change, negative = inhibition, % at 11.5 µM; hit rate 0.2% among 330,000;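 active = activity change below a set negative limit, meaning inhibition stronger than a set level, cut at about -70% in these data; inconclusive = activity change between two set negative limits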; note: % is set by controls: 0 for no effect and ±100 for the full control effect
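Freshly harvested TSHR cells receive pin-tooled compound, then EC80 TSH at 4nM final. After 2 hours at 37 deg C, antibody in lysis buffer and cAMP-d2 are added; 30 minutes at ambient temperature precede the HTRF read.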
ELG1 DNA repair: qHTS screen for small molecules that inhibit ELG1-dependent DNA repair in human embryonic kidney (HEK293T) cells expressing luciferase-tagged ELG1; Potency, µM (titrated, usually from 46.1 µM), for inactives: at the highest dose activity change, negative = inhibition, hits mostly inhibitors; HEK293T ELG1-luciferase reporter, luminescence, 16 h; DNA damage induced by 5-fluorouridine; hit rate 2.3% among 330,000; note: potency is the fitted concentration of half-maximal effect; % is set by controls: 0 for no effect and ±100 for the full control effect; nearly all actives have a fitted effect of over 55% in size
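In this reporter screen, reduction of luminescence relative to DMSO vehicle indicated activity. Compounds and 5-fluorouridine were added together to 2,000 cells per well, incubated for 16 hr at 37 °C, then developed with ONE-Glo.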
Mito fusion act: qHTS Assay for Small Molecule Inhibitors of Mitochondrial Division or Activators of Mitochondrial Fusion | S. cerevisiae fusion-defective mutant growth rescue, CellTiterGlo 48 h | Potency, µM (series often up to 46.1 µM), for inactives: at the top dose growth rescue (activation), hits mostly activators | hit rate 0.23% among 320,000 | AID 485298, 2010;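 note: potency is the fitted concentration of half-maximal effect; % of control where 0% means no effect; nearly all actives have a fitted effect of over 45% in size; temperature-sensitive fusion mutants such as fzo1-1 at 37 °C on non-fermentable ethanol glycerol medium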
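Yeast fusion mutant, YPEG (non-fermentable carbon), compound, 48 h at 37C non-permissive; CellTiterGlo added, 10 min RT, luminescence read. Rescued growth = division inhibition.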
Integrin act MD: qHTS for Activators of Integrin-Mediated Alleviation for Muscular Dystrophy; alpha7betagal myoblasts, beta-gal FDG fluorescence, 48 h; Potency, µM (top dose mostly 38.3 µM), without a hit: at the top dose activation, actives largely listed as activators; hit rate 0.064% among 350,000; AID 624291, 2012;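 note: potency is the fitted concentration of half-maximal effect; 100% = response of the positive control SU9516; nearly all actives have a fitted effect of over 60% in size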
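Alpha7betagal+/- myoblasts (passage 13) were plated 16-24 hr, then exposed to compounds (1:260 dilution of DMSO stock) for 48 hours at 37C. After MPER lysis, β-galactosidase reporter activity was read as FDG fluorescence (ex 480/em 540) after 30 minutes.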
Tb PFK inh: qHTS Assay to Find Inhibitors of T. brucei phosphofructokinase | ATP-dependent 6-phosphofructokinase (Trypanosoma brucei brucei), O15648 | T. brucei PFK, ADP-Glo luminescence | Potency, µM (titrated, usually from 57.5 µM), for the others: at the top dose activity, negative = inhibition, usual class: inhibitors | hit rate 0.17% among 330,000;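 note: potency is the fitted concentration of half-maximal effect; 0% = uninhibited 1x PFK enzyme wells and -100% = no-enzyme wells; nearly all actives have a fitted effect of over 60% in size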
Target sequence (O15648 whole entry, looked up): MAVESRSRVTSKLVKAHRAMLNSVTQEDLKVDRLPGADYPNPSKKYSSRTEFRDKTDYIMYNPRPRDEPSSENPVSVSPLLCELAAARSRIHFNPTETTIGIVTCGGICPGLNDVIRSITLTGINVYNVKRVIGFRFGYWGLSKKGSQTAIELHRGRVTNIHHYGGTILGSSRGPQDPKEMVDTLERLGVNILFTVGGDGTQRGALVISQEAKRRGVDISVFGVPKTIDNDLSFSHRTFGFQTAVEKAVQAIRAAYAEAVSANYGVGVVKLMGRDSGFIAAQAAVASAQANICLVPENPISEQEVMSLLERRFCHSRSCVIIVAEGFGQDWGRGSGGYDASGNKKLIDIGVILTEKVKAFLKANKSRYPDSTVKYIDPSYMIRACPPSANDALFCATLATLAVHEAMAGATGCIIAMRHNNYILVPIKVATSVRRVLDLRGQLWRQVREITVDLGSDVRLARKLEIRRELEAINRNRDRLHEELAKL
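Luminescent ADP detection (ADP-Glo, two-step: ATP depletion then ADP-to-ATP conversion for luciferase) reported PFK activity after 45 min room-temperature reaction of 1.25 nM enzyme with 0.5 mM F6P and 0.1 mM ATP at pH 8.0.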
Chronic BCR inh: qHTS Assay to Find Inhibitors of Chronic Active B-Cell Receptor Signaling; ABC-DLBCL IkBa-CBG/CBR reporter, luminescence ratio, 4 h; hit rate 0.05% among 340,000; Potency, µM (series often up to 46.1 µM), for the others: at the top dose ratio change, negative = lower green/red ratio, hits mostly inhibitors; active = well fitted inhibition curve with a large enough effect in the signal ratio, with a control signal flat, not every such curve was filed as active; inconclusive = small, poorly fitted or top-dose-only effect, or effect the other way, or a change in a side signal; the % refers to the signal ratio;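 note: potency is the fitted concentration of half-maximal effect; plate controls were basal doxycycline-induced cells for no effect and cells given 10 µM MG132 for full effect; MG132 reads +100%, hits lower the ratio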
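TMD8 human ABC-DLBCL cells with doxycycline-inducible IκBα–green luciferase fusion and unfused red luciferase, in 0.5% FBS medium; compounds up to 46 uM, 4 h at 37C. Green/red luminescence ratio, filter-overlap corrected, fitted to concentration-response curves.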
Numbers without * were called inactive; i = inactive; ? = inconclusive; . = no result given; [ ] = another dose, or the depositor's remark. Unless noted, calls come from the whole dose curve; as a rule, active = well fitted curve in the direction sought with a large enough effect; inconclusive = small, poorly fitted or top-dose-only effect, or another doubt; inactive = no such curve, though single readings can be large; an effect the other way counts as inactive or inconclusive. Rows were taken by chance; 3.2% or so of the library scored in one or more.

smiles	ASM inhibitor	TCR act	TSG101-PTAP inh	Eya2 inh	AT treatment	TSHR antagonist	ELG1 DNA repair	Mito fusion act	Integrin act MD	Tb PFK inh	Chronic BCR inh
COCCn1c(NC(=S)NC(=O)C23CC4CC(CC(C4)C2)C3)cc(=O)[nH]c1=O	11%	1%	-7%	-7%	-15%	2	5%	13%	0%	1%	-4%
Cn1c(SCC(=O)NCCc2ccccc2)nc2c([nH]c3ccccc32)c1=O	-4%	-4%	0%	5%	2%	-5	-14%	1%	9%	-5%	-2%
O=C(C[n+]1cccc2ccccc21)c1ccc(Cl)cc1	-1%	4%	1%	-4%	19%	15	15%	-7%	10%	4%	-1%
Cc1ccc2c(C)c(C(=O)NCc3ccc(S(N)(=O)=O)cc3)oc2c1C	-6%	3%	-2%	8%	7%	13	?	6%	1%	-5%	-6%
Cc1nc(C)c(C(=O)Nc2ccc(C)c(F)c2)o1	-6%	1%	-8%	7%	-3%	6	?	3%	6%	-4%	14%
C=CCNC(=S)Nc1ccc(OC)c(S(=O)(=O)N2CCOCC2)c1	4%	2%	1%	-8%	1%	4	-3%	0%	0%	-1%	2%
O=C(NCc1ccccc1CN1CCCCC1)c1ccc(Cl)cc1N1CCCC1=O	7%	1%	-2%	1%	-1%	8	8%	1%	-23%	-3%	-5%
CC(C)(C)C1CCC(=NNC(=O)CN(c2ccccc2)S(=O)(=O)c2ccccc2[N+](=O)[O-])CC1 (stereo not given)	1%	-4%	-2%	8%	-9%	4	2%	-2%	15%	5%	2%
O=C(COC(=O)c1cccc(S(=O)(=O)N2CCc3ccccc3C2)c1)NCc1ccco1	-1%	-3%	1%	17%	1%	-7	7%	-3%	23%	11µM*	1%
Oc1ccc(C=NC2CCCCC2)c(O)c1	-1%	2%	-5%	1%	-4%	2	0%	0%	-21%	-8%	-9%
Cc1ccc(S(=O)(=O)Nn2c(C)nnc2-n2nc(C)cc2C)cc1	4%	-2%	0%	17%	12%	4	0%	0%	23%	3%	0%
COc1ccc(N(CN2C(=O)C3C4C=CC(C4)C3C2=O)C(=O)c2ccco2)cc1 (stereo not given)	0%	1%	-13%	3%	-5%	-11	-3%	1%	2%	0%	?
O=C(NCc1ccccc1)c1nc2c(nnn2Cc2cccc(Cl)c2)c(=O)[nH]1	-20%	-3%[46.1 µM]	-4%	0%	.	-5	-5%	2%	25%	1%	27%
O=c1/c(=C\c2ccc(O)cc2)sc2n1C(c1ccccc1)C(c1ccccc1)=NN=2 (stereo not given)	-14%	-4%	9%	4%	-3%	-2	7%	24%	-28%	-2%	?
O=C(Cn1c(=O)c(=O)n(Cc2ccccc2)c2ccc(Cl)cc21)NCC1CCCO1 (stereo not given)	-1%	-2%	1%	3%	7%	2	-1%	0%	19%	0%	0%
CC1CCN(C(=O)c2ccc3c(c2NCCO)C(=O)c2ccccc2C3=O)CC1	-13%	0%	-3%	-29%	-4%	-11	?	1%	-6%	-5%	?
COC(=O)CC1C(=O)NCCN1C(=O)CSc1nnc(Nc2ccc(OC)cc2)s1 (stereo not given)	3%	-5%	-6%	-7%	3%	11	5%	-2%	-16%	-1%	-17%
CC(=O)Nc1ccc(S(=O)(=O)N2CCC(NC(C)=O)(c3cccc(F)c3)CC2)cc1	0%	-1%	-3%	26%	3%	-14	0%	0%	-6%	-2%	?
C=C(C)COc1ccc(-c2[nH]ncc2-c2ccccc2OC)c(O)c1	-16%	3%	-4%	7%	26%	-5	?	17%	-27%	0%	?
Cc1nc(-c2ccc(S(=O)(=O)NCc3cccnc3)s2)cs1	5%	-5%	1%	8%	3%	10	?	0%	-25%	-3%	-2%
Nc1cccnc1Oc1ccc(F)cc1	0%	-2%	-9%	10%	-1%	0	19%	0%	-7%	-5%	1%
CCCc1c(C(=O)N/N=C/c2cccnc2)nnn1-c1nonc1N	-1%	2%	-1%	-6%	5%	8	-9%	1%	22%	-3%	4%
COc1cccc(C(=O)NNC(=O)c2ccccc2)c1	8%	-5%	-1%	2%	.	16	?	2%	15%	8%	?
O=C(O)/C=C\C(=O)NCc1ccccc1	3%	.	-7%	11%	7%	19	7%	-13%	-6%	0%	-6%
COC(=O)c1[nH]c2cccc(OC)c2c1NC(=O)CN1CC2(C)CC1CC(C)(C)C2 (stereo not given)	-1%	1%	0%	3%	15%	0	7%	-1%	-11%	0%	5%
CCOc1ccccc1NC(=O)CN(c1cc(C)cc(C)c1)S(=O)(=O)c1c(C)noc1C	5%	6%	0%	6%	13%	4	3%	0%	16%	-1%	3%
CCCC(=O)N1c2ccc(-c3csc(N)n3)cc2CC1C (stereo not given)	5%	2%	-3%	-2%	7%	29	?	4%	9%	4%	-4%
O=C1NC2=C(CCc3ccccc32)C(c2ccc(Br)cc2)N1 (stereo not given)	23%	4%	-2%	13%	0%	6	?	-6%	9%	-1%	?
Cc1ccc(C(C)C)c(OCCCN2CCc3ccccc3C2)c1	0%	-8%	-4%	9%	?	1	8%	-7%	?	1%	6%
COc1ccc(O)c(C(=O)c2cnc3c(c2)c(-c2ccc(F)cc2)c(C#N)c(=O)n3C)c1	-17%	8%	0%	0%	-7%	-7	-16%	-4%	-19%	6%	-6%
O=C(O)c1ccn(COc2ccc(Br)cc2)n1	-4%	-5%	-2%	19%	0%	16	-18%	9%	6%	0%	?
O=C(OCC(=O)N1CCc2ccccc21)c1ccc(Cl)nc1	1%	-3%	0%	-2%	-1%	-6	6%	5%	-19%	1%	-11%
CC(c1ccccc1)N1CC(C(=O)N2CCN(Cc3ccc(C#N)cc3)CC2)CC1=O (stereo not given)	1%	0%	-6%	28%	11%	-13	-17%	2%	-17%	0%	10%
COc1ccc(-n2nc3ccc(N)cc3n2)cc1Cl	i	4%	-7%	6%	18%	13	?	-2%	0%	4%	0%
O=C1CC(c2ccc(Cl)cc2)CC(O)=C1C=NCCN1CCNCC1 (stereo not given)	.	.	.	8%	14%	-1	1%	-2%	.	1%	-1%
Cc1ccc(S(=O)(=O)c2nc(S(=O)(=O)c3ccc(C)cc3)c(NCc3ccco3)s2)cc1	-3%	-1%	-5%	3%	5%	20	-11%	-1%	45%	-2%	?
O=C(COC(=O)c1ccc(OC(F)(F)F)cc1)Nc1ncccn1	7%	-5%	-2%	-6%	3%	-7	13%	.	29%	-13%	0%
COc1cc(CC(=O)N2CCN(C(=O)C3CCCO3)CC2)cc(OC)c1OC (stereo not given)	5%	8%[46.1 µM]	-6%	6%	-8%	-1	9%	.	-8%	3%	2%
Cc1cc(C)n(Cc2cccc(C(=O)N/N=C/c3ccncc3)c2)n1	1%	1%	-4%	-3%	8%	-5	?	1%	0%	0%	-11%
